Screening results deposited in PubChem by The Scripps Research Institute Molecular Screening Center.
SIAE primary: human SIAE inhibition, primary screen; SIAE FP-Rh probe binding, fluorescence polarization; inhibition, % at 9.66 µM; 0.69% of 370,000 active; AID 1053197;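 active = inhibition above a cutoff: mean of compounds within the control limits plus 3 SD of those, cut at about 17% in these data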;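 note: 0% = plate median of compound wells and 100% = probe without SIAE protein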
Target sequence (Q9HAT2 whole entry, looked up): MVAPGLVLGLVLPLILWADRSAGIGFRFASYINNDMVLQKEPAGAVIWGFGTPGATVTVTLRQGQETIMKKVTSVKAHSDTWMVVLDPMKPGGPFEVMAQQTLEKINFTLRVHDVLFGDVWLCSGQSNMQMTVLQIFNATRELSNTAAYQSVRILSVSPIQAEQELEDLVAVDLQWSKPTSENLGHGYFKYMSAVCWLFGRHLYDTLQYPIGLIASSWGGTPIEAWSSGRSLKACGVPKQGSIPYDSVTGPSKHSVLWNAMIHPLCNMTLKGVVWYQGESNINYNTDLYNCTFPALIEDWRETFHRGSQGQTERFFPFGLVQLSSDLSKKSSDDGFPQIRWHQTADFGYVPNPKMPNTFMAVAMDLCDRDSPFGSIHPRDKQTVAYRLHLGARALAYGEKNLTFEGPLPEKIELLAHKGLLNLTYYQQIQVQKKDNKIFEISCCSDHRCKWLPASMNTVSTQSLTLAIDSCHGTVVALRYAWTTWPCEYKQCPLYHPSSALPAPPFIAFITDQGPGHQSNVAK
HTRA1 inhibitor: blocks human HTRA1 serine peptidase; recombinant HTRA1, FP-rhodamine activity-based probe, fluorescence polarization; AID 504803; Q92743; 0.5% of 340,000 active; inhibition, % at 5.96 µM; in the data active = inhibition above about 36%;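 note: 0% = enzyme with DMSO and 100% = wells lacking enzyme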
PRMT1 inh: blocks human protein arginine methyltransferase 1; recombinant PRMT1, activity-based probe fluorescence polarization; inhibition, % at 2.79 µM; Q99873; AID 652257; 1.3% of 370,000 active;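 active = inhibition above about 21% made by adding two undisclosed values, limit read from the data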
TDP2 absorb: TDP2 (human) inhibition, absorbance primary screen; O95551; recombinant TDP2, T5PNP hydrolysis, p-nitrophenol absorbance 415 nm; inhibition, % at 12.8 µM; 0.34% of 370,000 active;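 active = inhibition above the mean of all tested compounds plus 3 SD, set per campaign, cut at about 25% in these data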;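 note: 0% = DMSO with enzyme and 100% = buffer with substrate but no TDP2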
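Test system: human TDP2 enzyme; Input: 120 nM TDP2 per well; Buffer or medium: Mg2+-containing Tris-HCl buffer, pH 7.5; Reagent: 5 mM T5PNP; Dosing: 12.8 µM single point, 1% DMSO; Incubation: reaction 2 h, 37 °C; Detection: p-Nitrophenol epi absorbance; Read-out: % inhibition relative to enzyme-containing and enzyme-free wells; Replicates: single well per compound.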
PG9 Ab binder: binds the HIV-1 gp120 antibody PG9; inhibition, % at 6.7 µM; AID 624416; TR-FRET gp120-PG9 antibody binding; 0.43% of 360,000 active; in the data active = inhibition above about 8.5%
DDE Tn7 FP inh: inhibitors of Tn7 peptide binding to human fibrin DD(E) | P02675 | 0.13% of 370,000 active | inhibition, % at 8.3 µM | FP displacement of FITC-Tn7 peptide from fibrin DD(E); 0% = median of compound wells per plate | AID 720508;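 active = inhibition above the mean of compounds falling within the control limits plus 3 SD of them, cut at about 14% in these data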;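 note: 0% = plate median of compound wells and 100% = 10 µM Aha-Tn7 peptide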
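Assay system: Fibrin-DD(E) protein isolated from polymerized human fibrin clots; read-out basis: percent inhibition; medium: Tris/NaCl/CaCl2 buffer, pH 7.8; signal: FP measurement; incubation: 10 min plus 3 h, room temperature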
UHRF1 MBD2 ctr: UHRF1 methyl-DNA binding inhibition; Q96T88; UHRF1 binding to methylated oligo, TR-FRET; inhibition, % at 4.4 µM; 0.75% of 370,000 active; in the data active = inhibition above about 21%;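 note: UHRF1 SRA domain binding a hemimethylated CpG hairpin DNA probe; 0% = median of test compound wells and 100% = reference inhibitor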
mABHD4 FP: inhibitors of mouse ABHD4; Q8VD66; purified mABHD4, FP-Rh probe fluorescence polarization; inhibition, % at 8.92 µM; 0.54% of 370,000 active; AID 720543;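 active = inhibition exceeding the mean over every tested compound plus 3 SD, cut at about 30% in these data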;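 note: 0% = plate median of compound wells and 100% = S159A mutant with DMSO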
Target sequence (Q8VD66 whole entry, looked up): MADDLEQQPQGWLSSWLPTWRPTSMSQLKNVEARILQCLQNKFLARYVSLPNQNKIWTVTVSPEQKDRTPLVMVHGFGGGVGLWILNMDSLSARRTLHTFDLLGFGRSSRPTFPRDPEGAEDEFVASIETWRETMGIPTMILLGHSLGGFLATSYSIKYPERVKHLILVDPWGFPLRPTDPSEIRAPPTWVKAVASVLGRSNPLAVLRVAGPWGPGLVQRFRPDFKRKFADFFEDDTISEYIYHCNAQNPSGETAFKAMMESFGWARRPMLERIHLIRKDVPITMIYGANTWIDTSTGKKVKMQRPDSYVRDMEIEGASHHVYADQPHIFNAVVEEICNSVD
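Assay system: wild-type mouse ABHD4 protein; compound: single nominal dose of 8.92 µM, 0.89% DMSO final; schedule: 45 min + 60 min at 25 °C; measured by: FP readout, ex 525 nm / em 598 nm; evaluation: % inhibition of FP-Rh probe binding versus controls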
LEDGF integ inh: blocks HIV-1 LEDGF/p75-dependent DNA integration; TR-FRET IN-LEDGF/p75 DNA integration, Eu/Cy5; inhibition, % at 3.7 µM; 0.64% of 370,000 active; AID 743269;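 active = inhibition above the screen-wide mean plus 3 SD, cut at about 13% in these data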;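 note: signal is the Cy5 over europium emission ratio at 671 and 618 nm; 0% = plate median of compound wells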
TCR CD3 inh: inhibitors of human TCR-CD3 interaction. TAMRA-labeled TCR probe fluorescence, biochemical. inhibition, % at 9.4 µM. 0.37% of 360,000 active. AID 651800; in the data active = inhibition above about 19%;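 note: recombinant mutant TCR 2C K166C tagged with TAMRA read by polarization; 0% = receptor in buffer alone and 100% = receptor with positive control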
* hit, by the source's call; . = no result given. Outcome played no part in choosing rows. Share with any hit: about 4.2%.

SMILES	SIAE primary	HTRA1 inhibitor	PRMT1 inh	TDP2 absorb	PG9 Ab binder	DDE Tn7 FP inh	UHRF1 MBD2 ctr	mABHD4 FP	LEDGF integ inh	TCR CD3 inh
COCCCn1c(=S)[nH]c2ncccc2c1=O	-7.3	0.9	-0.2	-8.4	-0.2	3.0	-0.6	-1.2	-0.1	1.2
O=C(O)c1cccc(S(=O)(=O)N2CCOCC2)c1	-5.8	5.2	-0.5	8.1	-1.7	-0.4	-3.6	9.0	0.0	2.5
Cn1c(N)c(C(=O)COC(=O)CC(NC(N)=O)c2ccc(Cl)cc2)c(=O)n(C)c1=O (centres undefined)	-2.5	-4.0	0.0	0.2	0.6	1.0	-1.7	-4.2	-5.7	-3.4
O=C(Cn1ncc2c3ccccc3n(Cc3ccccc3F)c2c1=O)NCC1CCCO1 (centres undefined)	8.7	0.7	-1.6	14.6	-0.2	-2.2	0.3	-2.0	1.4	-4.6
COCc1cn(-c2nc3ccccc3s2)nn1	1.2	.	-2.5	-4.8	3.2	-13.2	-2.4	-0.4	2.1	-4.3
O=C(Nc1cccc(Cl)c1)OCc1cn(-c2ccc(Cl)cc2)nn1	3.3	1.7	-3.1	12.1	2.8	4.7	0.8	4.4	-2.1	9.1
CCCc1cc(=O)oc2cc(OC(C)C(=O)NCCCn3ccnc3)ccc12 (centres undefined)	0.2	6.1	-3.4	3.5	-2.0	-4.2	-1.0	1.9	4.4	3.4
Cc1nnc(SCCOC(N)=O)n1C	-4.7	3.1	1.3	16.7	0.6	1.2	0.9	3.0	-2.9	-5.0
O=C(Nc1ccc(F)cc1F)c1csc(-c2ccccc2)n1	-11.9	-14.8	3.7	-17.8	-1.8	-2.2	3.0	-14.9	-6.7	-0.4
COc1ccc(CN2CCC(=O)N([C@H](CO)Cc3ccccc3)CC2)cc1	1.0	-8.6	-3.8	0.3	0.0	-4.0	7.6	3.1	-0.8	-4.1
CCCCc1nc2cc(C(=O)NCc3nccn3CC)ccc2o1	7.0	-7.9	1.7	6.0	-0.8	0.1	-3.1	-0.6	-1.1	-6.5
O=C(Cc1csc(N2CCOCC2)n1)N/N=C/c1ccc(O)c(O)c1O	31.1*	17.0	8.0	4.5	-1.4	-1.6	4.9	22.1	55.2*	41.0*
O=C(NC1CCCCN(Cc2ccc(Cl)cc2)C1=O)c1cccc(C(F)(F)F)c1 (centres undefined)	-1.6	.	3.8	-8.9	.	2.9	-0.5	-11.8	0.3	.
COc1ccc(-c2[nH]n(-c3ccc([N+](=O)[O-])cc3)c(=O)c2C=NCC2CCCO2)cc1 (centres undefined)	0.6	-3.5	0.6	5.5	-1.5	4.5	1.8	2.4	-6.0	2.0
Cc1cccc(CN2CCN(C3CN(Cc4cn(Cc5ccc(Cl)cc5)nn4)S(=O)(=O)C3)CC2)c1 (centres undefined)	-4.2	.	6.9	-9.7	-2.5	0.6	15.1	-4.3	-3.5	-8.1
Cc1ccc(C(=O)NC(=S)NCc2cccnc2)cc1C	0.1	-17.2	-0.8	8.7	-0.7	3.1	0.7	-4.2	-1.0	4.2
COc1ccc(C(=O)NCc2ccc(-c3nc4ccccc4s3)cc2)cc1OC	-3.5	-13.0	0.6	9.3	1.2	0.1	-3.0	-14.8	1.7	7.8
CCOC(=O)N1CCN(C(=O)CSc2ccc(-c3ccccc3OC)nn2)CC1	-2.4	3.9	6.1	-16.3	-1.4	2.9	5.1	-11.0	3.4	-3.1
O=C(CSc1nnc(-c2ccncc2)s1)Nc1ccc(Cl)c(C(=O)O)c1	-9.6	5.2	5.1	1.4	-0.5	0.4	2.9	-0.7	-3.8	-4.5
Cn1nnc2cc(C(=O)N3CCSCC3)ccc21	-2.7	-0.2	2.7	8.2	-0.5	7.4	-0.2	3.0	-0.1	-5.1
COc1ccc(N2C(=O)N3[C@H](c4ccc(Cl)cc4)[C@@H]4C(=O)N(C5CCCCC5)C(=O)[C@@H]4[C@]3(C)C2=O)cc1	-9.3	-20.2	-1.7	9.6	-2.6	-7.6	22.4*	-5.9	1.3	-0.8
COc1cccc(C(=O)Nc2ccc(C)cc2)c1	-2.6	-9.7	-2.8	-5.1	-1.5	-1.6	7.9	-8.9	-0.5	0.1
O/C=c1\ccc2cccc3nc(C(F)(F)F)nc1c23	16.7	43.0*	40.1*	-3.9	-3.7	-5.2	3.7	28.0	4.5	1.6
O=C(COc1ccc2ccccc2c1)NC1=NCCS1	-7.2	-1.9	-1.5	0.3	0.3	-3.2	-0.1	-0.8	0.5	-2.9
COc1ccc(-c2cc(C)no2)cc1S(=O)(=O)Nc1ccc(NC(C)=O)cc1	1.9	-1.2	-2.5	-1.0	-2.9	5.3	-1.4	-5.9	1.6	-0.8
Cn1nnnc1SCC(=O)Nc1ccc(Oc2ccccc2)cc1	1.6	-6.1	1.4	13.9	-1.9	0.2	-0.9	-7.8	-3.0	4.9
CN(C)C(=O)CCc1ccc2c3c([nH]c2c1)[C@]1(C)[C@@H](C(=O)N2CCOCC2)C[C@H](CC(=O)NCc2ccco2)C(=O)N1CC3	7.5	5.4	2.5	0.4	-1.5	1.4	-0.3	5.4	1.4	-4.9
O=C(Nc1nnc(SCc2ccc(Cl)cc2Cl)s1)C1COc2ccccc2O1 (centres undefined)	-18.1	-5.8	4.1	4.4	0.5	8.3	-0.8	0.4	-1.4	1.8
COc1ccc(CN(C(=O)c2ccco2)C2CCS(=O)(=O)C2)cc1 (centres undefined)	-2.9	12.1	0.6	1.3	-2.5	-6.4	-0.4	3.6	3.5	3.4
COC(C(=O)NNS(=O)(=O)c1ccc([N+](=O)[O-])cc1)c1ccccc1 (centres undefined)	-7.2	3.2	-1.9	-24.2	-2.9	-0.2	6.3	-3.6	2.2	-5.8
COCc1[nH]nc2c1C(c1c(F)cccc1Cl)C(C#N)=C(N)O2 (centres undefined)	-1.6	4.7	0.3	-0.9	-0.3	-1.3	0.3	-4.2	-2.2	-1.1
O=C1CC[C@@H](C(=O)N2CSC[C@@H]2C(=O)Nc2ccc(C(F)(F)F)cc2)N1	4.5	-4.4	-1.4	4.1	0.1	-4.7	-1.4	-1.5	-0.3	11.8
CN(Cc1ccc(Cl)cc1)C(=O)CCl	-4.9	-4.9	-0.3	4.7	0.2	3.7	3.2	1.3	-3.1	-1.9
O=C(CSc1nnnn1-c1ccc(Cl)cc1)N1CCNC1=O	-6.2	6.7	-2.9	-5.3	-1.5	-3.9	1.7	-6.5	1.6	4.3
COc1ccc(NC(=O)Cn2c(C)cc(=O)c3ccccc32)cc1	-3.7	-4.8	1.1	4.8	-1.0	4.5	-1.5	1.7	-3.7	-1.9
O=C(NCCCN1CCCC1=O)c1ccc2c(c1)NC(=O)C(N1CCOCC1)S2 (centres undefined)	2.6	-0.9	1.4	-3.5	-0.2	-5.5	3.3	6.0	2.8	-6.6
COCCCNC(=O)C12CCC(C)(C(=O)C1)C2(C)C (centres undefined)	-2.3	-4.8	2.2	8.9	-0.8	6.4	10.3	1.2	0.7	-13.3
Cc1nc2ccccn2c1C(=O)NCCCN1CCOCC1	1.6	8.9	1.8	4.5	-1.3	0.0	1.9	3.7	0.9	9.4
CCOC(=O)c1nn(-c2ccc(F)cc2)c2nc(-c3ccccc3)c(C#N)c(=O)n12	1.9	-8.9	0.5	4.9	1.9	0.4	6.6	-5.7	6.6	-9.2
Cc1c(O)ccc(NC(=O)/C=C/c2ccccc2)c1C	5.2	2.9	-1.9	5.5	-1.9	11.8	-1.7	-2.0	-0.8	1.1
COCCCNC(=O)c1csc([C@@H]2O[C@H](CO)[C@H](O)[C@H](O)[C@H]2O)n1	-3.7	.	3.8	4.7	1.6	1.1	3.6	-1.1	-1.3	-10.6
